Assay outcomes deposited in PubChem BioAssay by National Center for Advancing Translational Sciences (NCATS).
DT40 TDP1 no CPT – qHTS for Inhibitors of human tyrosyl-DNA phosphodiesterase 1 (TDP1): qHTS in cells in absence of CPT; DT40 Tdp1-/- hTDP1 cells, no CPT, ATP luminescence, 48 h; Potency, µM (series often up to 46.2 µM), for inactives: at the highest dose activity change, negative = growth inhibition, hits mostly inhibitors; 420,000 compounds, 15% hits; further: nearly all actives have a fitted effect of over 55% in size
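Compound effects on proliferation are scored in DT40 Tdp1-/-;hTDP1 cells in the absence of CPT. ATP levels (CellTiter-Glo luminescence) are recorded after a ≥48 hr, 37 °C incubation.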
TDP1 inh – blocks human tyrosyl-DNA phosphodiesterase 1; recombinant TDP1, AlphaScreen DNA substrate cleavage; Potency, µM (top dose mostly 130 µM), inactives show top-dose activity change, negative = inhibition, hits mostly inhibitors; Q9NUW8; 350,000 compounds, 0.28% hits; further: nearly all actives have a fitted effect of over 40% in size
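Tdp1 1 nM final; 15 min RT w/ cpd; substrate 15 nM, 5 min; beads 10 ug/ml, 10 min; AlphaScreen read. Neg ctrl: no enzyme.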
GCN5L2 inh – blocks human GCN5L2 histone acetyltransferase. Potency, µM (titrated, usually from 58.9 µM), without a hit: at the highest dose activity change, negative = inhibition, actives largely listed as inhibitors. GCN5L2 HAT assay, ThioGlo1 CoA-SH fluorescence. Q92830. 390,000 compounds, 0.21% hits
Target sequence (Q92830 whole entry, looked up): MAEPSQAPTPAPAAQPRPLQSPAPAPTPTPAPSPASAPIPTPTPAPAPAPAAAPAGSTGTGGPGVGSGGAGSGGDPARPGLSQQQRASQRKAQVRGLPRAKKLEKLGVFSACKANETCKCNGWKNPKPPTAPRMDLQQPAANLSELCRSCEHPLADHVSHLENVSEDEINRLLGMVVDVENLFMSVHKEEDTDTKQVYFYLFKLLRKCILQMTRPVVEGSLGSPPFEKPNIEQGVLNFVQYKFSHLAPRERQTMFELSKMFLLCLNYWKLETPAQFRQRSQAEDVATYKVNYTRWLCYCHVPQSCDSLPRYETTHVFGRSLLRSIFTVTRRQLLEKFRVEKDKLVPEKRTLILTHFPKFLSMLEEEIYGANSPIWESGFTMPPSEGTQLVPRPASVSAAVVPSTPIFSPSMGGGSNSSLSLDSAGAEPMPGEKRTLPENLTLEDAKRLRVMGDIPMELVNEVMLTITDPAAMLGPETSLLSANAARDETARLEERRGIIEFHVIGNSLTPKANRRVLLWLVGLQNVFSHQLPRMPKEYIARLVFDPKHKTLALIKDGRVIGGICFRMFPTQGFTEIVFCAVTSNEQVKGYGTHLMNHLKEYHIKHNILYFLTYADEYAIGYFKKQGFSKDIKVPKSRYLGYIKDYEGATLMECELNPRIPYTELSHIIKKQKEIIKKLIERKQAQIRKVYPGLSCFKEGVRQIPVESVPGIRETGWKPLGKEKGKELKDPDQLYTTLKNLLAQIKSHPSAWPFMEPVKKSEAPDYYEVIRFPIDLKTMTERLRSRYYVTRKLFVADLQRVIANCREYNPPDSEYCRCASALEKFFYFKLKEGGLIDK
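Free CoA generated was detected with ThioGlo1 (50uM) fluorescence at Ex340nm/Em540nm, read immediately and after 20 min at room temperature. Enzyme, 20 nM in HEPES pH 7.5 buffer, saw compounds 15 min before adding 75uM H3(1-25) peptide and 70uM acetyl-CoA.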
Numbers without * were called inactive; ? = inconclusive; / = not tested or not shown; & = joins results of further samples; [ ] = another dose, or the depositor's remark. The call rests on the fitted dose curve; in most records, active means well fitted curve in the direction sought with a large enough effect; inconclusive means small, poorly fitted or top-dose-only effect, or another doubt; inactive means no such curve, though single readings can be large; an effect the other way counts as inactive or inconclusive. On the % scale 0 is the no-effect control and ±100 the full control effect; potency means the concentration at half of the fitted maximal effect.

SMILES	DT40 TDP1 no CPT	TDP1 inh	GCN5L2 inh
CCc1ccc(NC(=O)C(C)OC(=O)c2ccc(NS(=O)(=O)c3ccc(C)c([N+](=O)[O-])c3)cc2)cc1 (stereo unspecified)	?	8%	-14%
CCN(CC)S(=O)(=O)c1ccc(S(=O)(=O)N2CCCC2)cc1	-8%	6%	-8%
Cc1cccc(C2C=C(c3ccc(F)cc3)Nc3nc4ccccc4n32)c1 (stereo unspecified)	?	7%	-6%
O=C(CC12CC3CC(CC(Br)(C3)C1)C2)NC1CCCC1	-1%	/	0%
COC1=C(Nc2ccc(O)cc2)C(=O)c2ccccc2C1=O	?	7%	2%
COc1ccc(Nc2oc(-c3ccccc3)nc2C#N)cc1	2%	3%	-5%
CCCCN(C(=O)Cn1nnc2ccccc21)C(C(=O)NCCOC)c1ccccc1 (stereo unspecified)	0%	5%	-3%
COc1ccc(CC2NCCC3(O)CCCCC23)cc1 (stereo unspecified)	9%	-4%	1%
Cc1cc(SCc2ccc(C(F)(F)F)cc2)nc(=O)[nH]1	7%	1%	-6%
COc1ccc(Cl)cc1NC(=O)CN(C)C(=O)Cn1[nH]c(=O)c2ccccc2c1=O	12%	2%	-3%
COc1ccc(-c2c(C)nn3c(N4CCN(c5cc(Cl)ccc5C)CC4)cc(C)nc23)cc1OC	?	9%	-1%
CCN(C[C@H]1N[C@@](Cc2ccccc2)(C(=O)OC)[C@H]2C(=O)N(Cc3ccccc3)C(=O)[C@@H]12)S(=O)(=O)c1ccc(C(F)(F)F)cc1	?	0%	-10%
N#CCSc1nc2ccccc2c(=O)n1CCC(=O)NCCc1ccccc1	-1%	2%	-2%
COc1cc(C(=O)Nc2nc(-c3cccs3)cs2)cc(OC)c1OC	13µM*	11%	-11%
Cc1ccsc1CN1CCC(C(=O)NCc2ccccc2Cl)CC1	2%	8%	1%
C#CCSc1nc(-c2cccs2)ccc1C#N	-30%	2%	-19%
Cc1cc(=O)[nH]c(N2CCCNCC2)n1	-13%	/	-2%
OCCOc1nnnn1-c1ccccc1	4%	-2%	8%
COCc1cc(N2CCCCC2)nc(-c2ccccc2)n1	18µM*	-3%	-16%
N#Cc1nc(COc2ccc(F)cc2)oc1NCCCn1ccnc1	?	6%	-9%
CC(C)c1ccccc1NC(=O)Cn1c(/C=C/c2ccccc2)nc2ccccc21	?	/	3%
COc1cc(-c2nnc(SCC(=O)c3ccc(C)cc3)o2)cc(OC)c1OC	23µM*	5%	-24%
COc1ccc(C2CC(=O)N3CN(Cc4ccco4)CSC3=C2C#N)cc1 (stereo unspecified)	-29%	2%	-3%
O=C(NCc1ccco1)c1ccc2c(c1)N(Cc1ccccc1)C(=O)CS2	?	0%	-16%
CCc1cccc2c(SC(C)C(=O)NCC3CCCO3)nc(-c3ccccc3)nc12 (stereo unspecified)	?	0%	-2%

An excerpt of these results, as a markdown table.
| canonical_smiles | DT40 TDP1 no CPT | TDP1 inh | GCN5L2 inh |
| --- | --- | --- | --- |
| CCc1ccc(NC(=O)C(C)OC(=O)c2ccc(NS(=O)(=O)c3ccc(C)c([N+](=O)[O-])c3)cc2)cc1 (stereo unspecified) | ? | 8% | -14% |
| CCN(CC)S(=O)(=O)c1ccc(S(=O)(=O)N2CCCC2)cc1 | -8% | 6% | -8% |
| Cc1cccc(C2C=C(c3ccc(F)cc3)Nc3nc4ccccc4n32)c1 (stereo unspecified) | ? | 7% | -6% |
| O=C(CC12CC3CC(CC(Br)(C3)C1)C2)NC1CCCC1 | -1% | / | 0% |
| COC1=C(Nc2ccc(O)cc2)C(=O)c2ccccc2C1=O | ? | 7% | 2% |
| COc1ccc(Nc2oc(-c3ccccc3)nc2C#N)cc1 | 2% | 3% | -5% |
| CCCCN(C(=O)Cn1nnc2ccccc21)C(C(=O)NCCOC)c1ccccc1 (stereo unspecified) | 0% | 5% | -3% |
| COc1ccc(CC2NCCC3(O)CCCCC23)cc1 (stereo unspecified) | 9% | -4% | 1% |
| Cc1cc(SCc2ccc(C(F)(F)F)cc2)nc(=O)[nH]1 | 7% | 1% | -6% |
| COc1ccc(Cl)cc1NC(=O)CN(C)C(=O)Cn1[nH]c(=O)c2ccccc2c1=O | 12% | 2% | -3% |
| COc1ccc(-c2c(C)nn3c(N4CCN(c5cc(Cl)ccc5C)CC4)cc(C)nc23)cc1OC | ? | 9% | -1% |
| CCN(C[C@H]1N[C@@](Cc2ccccc2)(C(=O)OC)[C@H]2C(=O)N(Cc3ccccc3)C(=O)[C@@H]12)S(=O)(=O)c1ccc(C(F)(F)F)cc1 | ? | 0% | -10% |
| N#CCSc1nc2ccccc2c(=O)n1CCC(=O)NCCc1ccccc1 | -1% | 2% | -2% |
| COc1cc(C(=O)Nc2nc(-c3cccs3)cs2)cc(OC)c1OC | 13µM* | 11% | -11% |
| Cc1ccsc1CN1CCC(C(=O)NCc2ccccc2Cl)CC1 | 2% | 8% | 1% |
| C#CCSc1nc(-c2cccs2)ccc1C#N | -30% | 2% | -19% |

Complete entries as entered above.
COc1cc(C(=O)Nc2nc(-c3cccs3)cs2)cc(OC)c1OC is entered as DT40 TDP1 no CPT: 13µM*; TDP1 inh: 11%; GCN5L2 inh: -11%
CC(C)c1ccccc1NC(=O)Cn1c(/C=C/c2ccccc2)nc2ccccc21 is entered as DT40 TDP1 no CPT: ?; TDP1 inh: /; GCN5L2 inh: 3%

(listing goes on)
SMILES	DT40 TDP1 no CPT	TDP1 inh	GCN5L2 inh
Nn1c(Cc2cccc3ccccc23)nnc1SCc1c(F)cccc1Cl	-29%	-1%	-2%
CCN(CC)S(=O)(=O)c1ccc(N2CCCC2)c(NC(=O)c2ccc([N+](=O)[O-])o2)c1	23µM*	3%	-9%
COc1ccc(S(=O)(=O)N(C)CC(=O)NCc2cccnc2)cc1Cl	-17%	-3%	-1%
CC(NC(=O)c1ccc2c(=O)n3c(nc2c1)CCCCC3)c1ccccc1 (stereo unspecified)	-28%	0%	2%
Cc1ccc(/C=N/NC(=O)c2nn(C)cc2Cl)cc1	-5%	8%	-1%
Cc1noc(C)c1CSc1nnc2ccc3ccccc3n12	-5%	5%	-4%
Cc1ccc(N(CC(=O)N2CCN(c3ccc(Cl)cc3)CC2)S(=O)(=O)c2c(C)noc2C)cc1	23µM*	5%	-14%
Cc1ccc(CSc2nnc3[nH]c(=O)cc(-c4ccccc4)n23)cc1	-6%	0%	-9%
Cc1ccc(C)c(Cn2nnc3c(=O)[nH]c(C4CCN(C(=O)c5cccs5)CC4)nc32)c1	?	12%	-11%
CCOc1cc(-c2cn(S(=O)(=O)c3cccc4nsnc34)nc2N)cc(OCC)c1OCC	?	6%	-5%
Cc1ccc(N2CC(C(=O)N(C)CC(=O)Nc3ccc(Cl)c(C(F)(F)F)c3)CC2=O)cc1 (stereo unspecified)	?	-2%	-8%
O=C(COc1ccccc1)NNc1c2ccccc2nc2ccccc12	13µM*	0%	-14%
CCOc1ccc(-n2nc3cc(C)c(N)cc3n2)cc1	-8%	/	-8%
CCCOc1ccc(C2=CC(=O)C[C@H](c3ccc(OC)cc3)C2)cc1	?	-3%	-6%
CC(OC(=O)CN1C(=O)NC2(CCCC2)C1=O)C(=O)c1ccccc1 (stereo unspecified)	6%	2%	-3%
Cc1cc2oc(=O)cc(CN(C)Cc3ccccc3)c2cc1C(C)C	?	/	-5%
COc1ccnc2c1c(=O)n(Cc1ccc(Cl)cc1Cl)c(=O)n2C	-2%	6%	0%
CNC(=O)c1cc2c(=O)n3cc(C)ccc3nc2n(Cc2ccco2)c1=N	/	-2%	-1%
CC(=O)Nc1cccc(C(=O)Nc2ccccc2C(=O)O)c1	-3%	5%	-14%
COc1ccc(OC)c(CCNC(=O)Cn2nc(C)c3c(C)n(-c4ccccc4)nc3c2=O)c1	-9%	0%	0%
CN(C)C(CNC(=O)c1cccc(S(=O)(=O)N2CC3(C)CC2CC(C)(C)C3)c1)c1ccco1 (stereo unspecified)	16µM*	7%	-11%
CC1=NNC(=O)C1CCC(=O)N/N=C/c1ccc(Cl)cc1 (stereo unspecified)	7%	7%	-4%
COc1ccc(CCCC(=O)NCCc2ccccc2)c(C)c1	5%	/	-17%
O=C(COC(=O)CCSc1ccccc1)Nc1ccccc1	-27%	-1%	-4%
Cc1ccc(OCC(=O)N2CCCc3ccccc32)cc1	?	-2%	-2%
Remaining list, next part:
SMILES	DT40 TDP1 no CPT	TDP1 inh	GCN5L2 inh
CCc1nc2ccccc2c(NC(=O)CN2CC(C)CC(C)C2)c1C (stereo unspecified)	?	5%	-1%
CCc1ccc(NC(=O)CCS(=O)(=O)c2cccc3nsnc23)cc1	?	5%	-4%[0.501 µM]
CCc1cc2c(=O)c(-c3nc4ccccc4n3C)coc2c(CN2CCCCC2)c1O	?	/	-14%
CCc1ccccc1N(CC(=O)NC(C)(C)CC)C(=O)CCC(=O)Nc1nccs1	-11%	4%	-5%
C=CCn1nc([N+](=O)[O-])nc1Sc1cccc2cccnc12	4.1µM*	6%	2%
Cc1ccc(C(C)C)c(OCCCN2CC(C)OC(C)C2)c1 (stereo unspecified)	?	-7%	-4%
COc1ccc(S(=O)(=O)N(CC(=O)NN=C2CCN(C)CC2)c2ccc(C)cc2)cc1OC	-2%	1%	-3%
NC1=NC2CS(=O)(=O)CC2S1 (stereo unspecified)	-23%	5%	-22%
Cc1ccccc1CS(=O)(=O)CCC(=O)NCCN1CCN(c2cccc(Cl)c2)CC1	15µM*	4%	-15%
CCN=C1SC(C(=O)Nc2cccc(Br)c2)CC(=O)N1CC (stereo unspecified)	?	0%	-4%
CCc1ccc(OCCCSc2nc(-c3ccc(C(C)(C)C)cc3)nc3cc(=O)[nH]n23)cc1	23µM*	8%	?
Cc1nn2c(C)c(C(=O)NCc3ccc(OC(C)C)cc3)cnc2c1-c1ccc(F)cc1	0%	3%	32%[activator]
CCOc1ccc(C2c3c(-c4ccc(C)cc4)n[nH]c3C(=O)N2c2ccc(Cl)cc2)cc1 (stereo unspecified)	?	7%	-13%
CC1=CC(C)C2(COC(c3ccc[n+](C)c3)OC2)C(C)C1 (stereo unspecified)	3.7µM*	2%	2%
CC(OC(=O)c1nn(C)c(=O)c2ccccc12)C(=O)Nc1ccc(S(N)(=O)=O)cc1 (stereo unspecified)	-2%	/	-6%
Cc1ccccc1CNC(=O)c1ccccc1N	-12%	2%	2%
O=C(CSc1nc2cc(Cl)ccc2s1)NCC1CCCO1 (stereo unspecified)	-24%	-2%	-1%
COc1cc(OC)c2c(-c3cccc(-c4ccc(C(C)=O)cc4)c3)cc(=O)oc2c1	0.92µM*	0%[56.1 µM]	-9%&-25%
COC(=O)c1sc2nc(C)nc(SCC(=O)Nc3sccc3C(N)=O)c2c1C	16µM*	0%	-2%
OCCNCc1cc(Br)ccc1OCc1ccc(F)cc1	?	-5%	1%
CC1(C)Cc2nc3sc4c(=O)n(CC(N)=O)cnc4c3cc2CO1	-9%	3%	0%
OC(c1cc(C(F)(F)F)nc2c(Cl)cc(Cl)cc12)C1CCCCN1 (stereo unspecified)	?	5%	13%
CC(=O)Nc1ccc(S(=O)(=O)N2CCC(C(=O)c3ccc(F)cc3)CC2)cc1	?	7%	-1%
COc1ccc(NC(=O)CN(C)S(=O)(=O)c2cccc3nsnc23)cc1	?	3%&0%	-6%&0%
Cc1ccc(C)c(Cn2c3ccccc3c3cnn(CC(=O)N4CCCCC4)c(=O)c32)c1	-3%	-3%	-1%

This is a subset; count on the stated rates, not on these rows.
